hcGAS inh: blocks human cGAS activity. recombinant h-cGAS, ATP depletion, Kinase-Glo luminescence. AID 1259398. inhibition, % at 12.5 µM. Q8N884. 0.081% of 290,000 active;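 also: 0% = vehicle reaction and 100% = reaction without DNA for no activity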
Target sequence (Q8N884 whole entry, looked up): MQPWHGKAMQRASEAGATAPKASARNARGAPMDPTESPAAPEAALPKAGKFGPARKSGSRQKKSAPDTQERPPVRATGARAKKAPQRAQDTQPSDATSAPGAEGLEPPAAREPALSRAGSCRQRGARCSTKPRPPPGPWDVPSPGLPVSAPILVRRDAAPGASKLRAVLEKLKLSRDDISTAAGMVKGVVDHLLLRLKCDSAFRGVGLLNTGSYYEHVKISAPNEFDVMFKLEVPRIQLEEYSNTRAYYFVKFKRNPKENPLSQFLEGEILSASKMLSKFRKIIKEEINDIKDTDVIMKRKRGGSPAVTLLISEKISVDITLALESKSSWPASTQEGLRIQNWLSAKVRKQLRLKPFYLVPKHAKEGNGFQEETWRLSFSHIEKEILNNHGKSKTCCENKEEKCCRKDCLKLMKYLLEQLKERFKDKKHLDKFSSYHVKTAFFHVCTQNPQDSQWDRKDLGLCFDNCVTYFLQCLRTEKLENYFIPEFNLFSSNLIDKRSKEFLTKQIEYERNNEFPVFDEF
mcGAS inh: blocks mouse cGAS activity; recombinant cGAS, Kinase-Glo ATP depletion luminescence; 0.15% of 160,000 active; Q8C6L5; inhibition, % at 12.5 µM;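 also: 0% = negative control wells and 100% = reference inhibitor with no enzyme activity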
NPYLR7 ag: activates Aedes aegypti NPYLR7 receptor; HEK293T NPYLR7/Galpha15, GCaMP6s calcium fluorescence; activation, % at 10 µM; 0.15% of 270,000 active; AID 1259423; in the data active = activation above about 40%;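 also: 0% = vehicle and 100% = reference agonist at the receptor; some compounds past the cut are filed as inactive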
An asterisk follows results filed as active; / = no result given; & = joins results of further samples. Rule as the data show it, unless noted: active = inhibition above about 40%; inactive = the rest. Not a hit list; any-hit rate near 0.29%.

Structure,hcGAS inh,mcGAS inh,NPYLR7 ag
O=C(Oc1ccc2c(c1)OCO2)c1oc2ccccc2c1COc1ccccc1,5,/,1
CS(=O)(=O)c1nccn1CCCC1CCCC1,-1,/,2
O=C(CSc1nc2sc3c(c2c(=O)[nH]1)CCCC3)N1CCOCC1,-5,/,0
CC(=O)Nc1cccc(Nc2cc3c(cn2)cc(-c2cccnc2)n3Cc2ccccc2)c1,-5,-6,14
COCCN1CCN(C(=O)c2cn(C3CCCCCC3)nn2)CC1,-9,/,3
C=Cc1ccc(Cn2ccn3nc(-c4ccc(C)c(C)c4)cc3c2=O)cc1,-5,-8,-1
O=C(c1ccc(CN2CCCCC2C2OCCO2)cc1)N1CCCC1 (stereo not given),0,/,-6
Cc1ccc(CNc2cccc(C(=O)N3[C@@H]4CC[C@H]3CC(O)C4)c2)cc1 (stereo not given in full),-4,-12,1
COc1ccc(CC2CN(C(=O)c3ccccc3Cl)CCO2)cc1 (stereo not given),0,/,4
COCCN(CC1CCN(Cc2ccccc2OC)CC1)C1CCCCC1,-11,-12,/
CCCCc1cn(CC2CCN(C(=O)c3cncc(C)c3)CC2)nn1,-9,/,8
CSc1ncc(CNC(C)c2cnn(-c3ccccc3)c2C)cn1 (stereo not given),-1,/,4
CCOc1ccc(C(=O)Nc2cccc(-c3nc4ncccc4o3)c2)cc1[N+](=O)[O-],-4,-6,-2
CCOCCn1c(=O)c2c(nc3n(-c4ccc(C)c(C)c4)c(C)c(C)n23)n(C)c1=O,-7,-7,0
Cc1nc(SCC(=O)NNC(=O)c2cccs2)c2c(C)c(C)sc2n1,-9,/,-2
CCOC(=O)c1nn(CCc2ccccc2)c2c1CN(C(=O)Cn1nc(C)cc1C)CC2,-4,-12,14
CC(C)Cn1nnnc1SC(C)C(=O)N1CCN(c2ccccc2)CC1 (stereo not given),-6,/,7
CCc1ccc(Cn2ccc3c(-c4ccc(F)c(Cl)c4)c(OC(=O)N(CC)CC)ccc32)cc1,-2,-7,13
CC(C)(C)c1cc2nc(-c3ccc(F)cc3)cc(C(=O)N3CCC4(CC3)OCCO4)n2n1,-7,-5,-4
Cn1c(=NNC(=O)c2ccc(S(=O)(=O)N3CCCc4ccccc43)cc2)sc2ccccc21,-4,-9,-4
CC(=O)Nc1ccc(S(=O)(=O)Oc2ccc(Cl)cc2CN(Cc2ccc(F)cc2)C(=O)c2cccs2)cc1,-6,-4,30
CC(C)n1c(=O)c(C(=O)N2CCC(O)(c3ccccc3)CC2)cc2cccnc21,-3,/,-7
O=P1(NCCCN2CCOCC2)C=C(c2ccccc2)SC(c2ccccc2)=C1,-3,-5,-1
C=CCNc1c(Cl)cc(Cl)cc1C(=O)O,-11,/,3
Cc1cnccc1N1CCN(C(=O)C2CC3(CCNCC3)CN2)CC1 (stereo not given),-8&-9,-18,2&4
Cc1ccccc1C(=O)c1coc2ccc(Cl)cc2c1=O,-9,-6,1
Cc1noc(Cl)c1CCC(=O)NC(C)C1CC2CCC1C2 (stereo not given),-5,/,-20
COc1ccc(CN2CCC2(C)C(=O)NCc2cccc3ccccc23)c2ccccc12 (stereo not given),-2,/,4
CCc1ccc(C(=O)N2CCN(c3cc(Oc4ccccc4C)ncn3)CC2C)cc1 (stereo not given),-7,-4,7
COc1ccc2nc(S(=O)(=O)O)[nH]c2c1,-4,/,4
CC(C)(C)OC(=O)N1C2CCC1CC(CC(=O)O)C2 (stereo not given),8,0,2
CC(C)NS(=O)(=O)c1cccc(C(=O)Nc2nc(C(C)(C)C)cs2)c1,-8,/,15
Cc1ccc(S(=O)(=O)N2CCC[C@H]2C(=O)N2CCOC3CCCCC32)cc1 (stereo not given in full),-5,/,3
CCCCc1ccc(C(=O)Nc2ccc(N3CCN(c4ccccc4OC)CC3)c(C(=O)NCC(C)C)c2)cc1,1,-3,19
CCOC(=O)C1CN(C(=O)C2CC2C)CCN1C(=O)C1CC1C (stereo not given),-5,/,1
COc1ccc(-n2ccnc(SCc3ccccc3C)c2=O)cc1Cl,-2,-4,1
CN(Cc1cccn1-c1ccccn1)C1CCCN(CCc2ccccc2)C1 (stereo not given),-13,/,7
OC(COCc1ccccc1)C[N+]1(Cc2ccccc2)CCOCC1 (stereo not given),0,/,12
OC1CCN([C@@H]2CCN(c3nc(-c4ccccc4)no3)C[C@H]2O)CC1,2,/,-7
O=C(CCc1nnc(CCc2ccccc2)o1)N1CCOc2ccccc2C1,-2,-3,11
Cc1cc(N/N=C\c2cccnc2)nc(-c2ccccc2O)n1,-4,-7,6
OC(COCc1ccco1)CN(Cc1ccccc1)CC1CC(c2ccc(Cl)c(Cl)c2)=NO1 (stereo not given),-2,1,4
Cc1ncsc1CCN(C)C(=O)c1cc(C2CC2)[nH]n1,-7,/,11
CC1Cc2ccccc2N1CCNC(=O)N1CCc2sccc2C1 (stereo not given),-2,/,-25
Cc1cc(C)c(-c2c(O)c3c([nH]c2=O)CC(C)(C)CC3=O)c(C)c1,7,/,-2
Cc1[nH]c2ccccc2c1C=Nc1c(C)n(C)n(-c2ccccc2)c1=O,-2,-4,-1
CN(CC(=O)N[C@@H]1C=C[C@H](CO)C1)Cc1ccccc1,-8,/,5
CC(=NNC(=S)NC(C)C)c1ccco1,1,/,1
Cc1cccc(N2C(=O)N(c3ccccc3Cl)C3CS(=O)(=O)CC32)c1 (stereo not given),-9,/,-3
O=C(c1ccc2c(c1)OCO2)N1CCC(c2cn(Cc3cccc(F)c3)c3ccccc23)CC1,-4,-6,5
C=CCNCC1CC(c2cccc(F)c2)=NO1 (stereo not given),-5,-7,-2
COc1ccc(C2=CSC3=NCCN23)cc1F,-3,-2,5
CCCNC(=O)N1CCN(c2ccc(Cl)c(Cl)c2)C(=O)C1C (stereo not given),-5,/,0
CC(C)c1ccc(NC(=O)C2CC(=O)N(N(C)c3ccccc3)C2)cc1 (stereo not given),-7,-3,-5
COc1ccc2oc(=O)c(C(=O)Nc3cccc(C(=O)O)c3)cc2c1,-5,-7,-1
O=C(C1CCC1)N1CCN(c2cnn(-c3ccccc3)c(=O)c2Cl)CC1,-7,/,15
Cc1ccccc1C1(O)CCN(Cc2cccs2)C1 (stereo not given),-2,/,1
Cc1[nH]nc(NC(=O)NCC(F)(F)F)c1CC(C)C,-5,/,8
O=C(c1ccc(Cl)cc1)N(Cc1nccn1Cc1cccc(C(F)(F)F)c1)CC1CC1,-3,-3,2
CCOc1ccc(-c2cc(C(=O)NCc3cccc(OC)c3)c3ccccc3n2)cc1,-1,-6,15

The list goes on.
Structure,hcGAS inh,mcGAS inh,NPYLR7 ag
O=C(NCCc1csc2nc(-c3cccs3)nn12)c1cccc([N+](=O)[O-])c1,-2,-6,11
O=S(=O)(NCC1CCN(Cc2cccc(O)c2)C1)c1ccccc1 (stereo not given),-4,-17,5
COc1ccc(CCNc2nc(-c3ccc(F)cc3F)nc3ccccc23)cc1,-2,-5,1
Cc1cc(=O)c2c(O)cc(O)c(C)c2o1,-2,-1,/
Nc1cnc(-c2ccc(OC(F)(F)F)cc2)cn1,-2,/,10
CC(C)C(N)C(=O)N1CCN(C(=O)CCC2CCCC2)C(C)C1 (stereo not given),-4,/,20
O=C(Cc1ccc(F)cc1)Nc1cccc(-c2cccc(-c3ccc(F)cc3)n2)c1,-2,-3,-2
CCOc1cc(C2Nc3ccccc3N=C3CC(c4ccc(OC)cc4)CC(=O)C32)ccc1OC(=O)C1CC1 (stereo not given),0,/,-5
CCCCS(=O)(=O)NC(C(=O)Nc1nnc(-c2cccc(C)c2)s1)C(C)CC (stereo not given),-10,-5,27
CCCN(C)c1cc(-c2ccccc2)nc(SCc2cccc(C(=O)N3CCCC(C(=O)OCC)C3)c2)n1 (stereo not given),0,-4,11
CC(COc1ccccc1)NCc1n[nH]c2c1CCCCC2 (stereo not given),-4,/,2
COc1cccc(-c2nccn2CCC2CCCN2C)c1OC (stereo not given),-5,/,5
Cn1c(SCc2cc(=O)n3ccsc3n2)nc2sc(-c3ccccc3)cc2c1=O,-4,/,3
COc1ccc(Cn2c(-c3c(OC)ccc4ccccc34)nc3ccccc3c2=O)c(OC)c1,-3,-4,7
Cc1cccc(Nc2ncccc2C(=O)N(C)CC2OCCO2)c1C,-2,/,-14
O=C(CC1CSc2nccc(=O)n21)NCC1CCCO1 (stereo not given),-5,/,-2
NC(=O)C(NC(=O)C1CCN(c2ccc(C(F)(F)F)cc2[N+](=O)[O-])CC1)c1ccccc1 (stereo not given),0,/,3
O=S(=O)(c1cccs1)N1CCOc2cccnc21,-2,/,18
O=C(NC1CCC(n2cnnc2)CC1)c1ccccc1Oc1ccccc1 (stereo not given),-7,-17,1
COc1cccc(C(CN2CCN(C(=O)Nc3ccc(C(C)=O)cc3)CC2)OCc2ccc(C#N)cc2)c1 (stereo not given),-5,-5,/
CC(C)NC(=O)C1(C)CCN1C(=O)C1(c2ccccc2)CC1 (stereo not given),-4,-4,14
COc1ccc2nc(NC(=O)C3CCCCC3)sc2c1,0,-3,-6
Cc1ccc(C(C)NCc2ccc(S(C)=O)cc2)o1 (stereo not given),-7&6,-1,-1&-3
O=C(CCCn1ncn2c(cc3occc32)c1=O)NCC1CCCO1 (stereo not given),-5,-4,6
Cc1c(F)cccc1N1C(=O)CSC1c1ccc(NC(=O)c2ccc(C(F)(F)F)cc2)cc1 (stereo not given),-2,-3,3
Cc1ccccc1CSc1nc2c([nH]c3ccccc32)c(=O)n1C,-6,-7,-1
CC12CCC(C(=O)N3CCOCC3)(OC1=O)C2(C)C (stereo not given),-12,-6,16
CC(C)CCc1nc(N2CCN(C(=O)C(C)(C)CCl)CC2)c2cnn(-c3cccc(Cl)c3)c2n1,-5,-4,27
COc1ccc(C(=O)N2CCN(C(=O)c3cc(OC)c(OC)c(OC)c3)CC2)cc1,1,-1,1
COC(=O)C1=C(C)NC(=S)NC1c1ccc(OC)c(OC)c1 (stereo not given),-7,-4,10

Entries shown so far that contain a furan ring, fused or not (5):
Structure,hcGAS inh,mcGAS inh,NPYLR7 ag
O=C(Oc1ccc2c(c1)OCO2)c1oc2ccccc2c1COc1ccccc1,5,/,1
OC(COCc1ccco1)CN(Cc1ccccc1)CC1CC(c2ccc(Cl)c(Cl)c2)=NO1 (stereo not given),-2,1,4
CC(=NNC(=S)NC(C)C)c1ccco1,1,/,1
Cc1ccc(C(C)NCc2ccc(S(C)=O)cc2)o1 (stereo not given),-7&6,-1,-1&-3
O=C(CCCn1ncn2c(cc3occc32)c1=O)NCC1CCCO1 (stereo not given),-5,-4,6

Pulled by compound from above:
Structure,hcGAS inh,mcGAS inh,NPYLR7 ag
COc1ccc2nc(NC(=O)C3CCCCC3)sc2c1,0,-3,-6
CC(C)CCc1nc(N2CCN(C(=O)C(C)(C)CCl)CC2)c2cnn(-c3cccc(Cl)c3)c2n1,-5,-4,27
Cc1ccc(C(C)NCc2ccc(S(C)=O)cc2)o1 (stereo not given),-7&6,-1,-1&-3
Nc1cnc(-c2ccc(OC(F)(F)F)cc2)cn1,-2,/,10

Following part.
Structure,hcGAS inh,mcGAS inh,NPYLR7 ag
CN1C(=O)NC(c2cccc(OCc3ccccc3)c2)C2=C1CN(Cc1ccc(F)cc1)C2=O (stereo not given),-4,-4,7
CC(CNC(=O)c1cc2ccccc2o1)N1CCCCC1 (stereo not given),-11,/,-1
CCOCCNC(=O)CSc1nc2cc(C(=O)OCC)ccc2n1Cc1cccc(F)c1,-3,-3,23
O=C(NCCN1CCOCC1)[C@@]1(OCc2cccc(Cl)c2)CC(OCc2c(F)cccc2F)[C@H](O)[C@H](O)C1 (stereo not given in full),-2,-4,18
O=c1[nH]cc(S(=O)(=O)Nc2ccc(F)c(Cl)c2)c(=O)[nH]1,-2,-7,-7
O=S(=O)(c1ccc(F)cc1F)N1CCCCC1,-12,/,3
COc1ccc(NC(=O)CSc2nc(=O)n(CCCN(C)C)c3c2CCC3)cc1OC,-2,-9,0
Cn1ccnc1-c1ccc(NCCn2ccc3ccccc32)nn1,-7,/,4
O=C(NC(Cn1cccn1)c1ccccc1)c1cccc(-n2cnnc2)c1 (stereo not given),-7,-16,-1
O=C(NC(c1ccccc1)c1ccccn1)C1CCN(CCOc2ccc(Br)cc2)CC1 (stereo not given),-4,-1,8
CN(c1ccccc1)c1ccncc1N,5,/,-3
CC(=O)NC1CCN(C(=O)CC(c2ccccc2)c2ccc(F)cc2)CC1 (stereo not given),-2,/,-2
COC(=O)c1ccccc1-c1ccc(C2NC(=O)c3ccccc3N2C)o1 (stereo not given),1,-1,2
Cc1cc(C(=O)NCC2CCN(C)C2)c(NC(=O)C(C)(C)C)s1 (stereo not given),-5,/,7
C=CCNC(=O)C(=O)NCCCO,13,/,2
COCC1CCCCN1C(=O)CCc1nnc(Cc2cc(OC)ccc2OC)o1 (stereo not given),-2,/,5
CCN(CC)C(=O)C(C1CCCC1)N1CCN(C(=O)c2cccc(F)c2)CC1 (stereo not given),-1,-3,-5
